Screens from PubChem.
RSV CPE inhibition – inhibition of RSV-induced cytopathic effect – HEp-2 cells, primary 10 µM value included (AID 2391); HEp-2 cells, RSV-induced CPE inhibition; higher % means a stronger effect; CPE inhibition, % at 10 µM, or IC50 in µM where a hit was titrated; actives 0.13% (n = 310,000); in the data active = a potency from the dose series; inconclusive = CPE inhibition mostly from about 23% at the one dose, without a potency; inactive = the rest, 99 in 100 with CPE inhibition below about 21%; also: strong numbers were not always called active
GPR35 antagonists – GPR35 antagonists blocking zaprinast-driven arrestin recruitment, primary screen, imaging, U2OS, beta-arrestin-GFP, zaprinast agonist (AID 2058); U2OS GPR35 beta-arrestin-GFP translocation imaging, zaprinast antagonism; higher % means a stronger effect; actives 0.052% (n = 290,000); inhibition, % at 10 µM, or IC50 in µM where a hit was titrated;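 active = inhibition of at least 50% with at least 30 cells and total cytoplasm GFP at most 10,000,000; inconclusive = under 30 cells or total GFP of 10,000,000 plus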
PhoP inhibition – inhibitors of PhoP regulon expression, primary screen, Salmonella Typhimurium, GFP reporter (AID 1863) | S. Typhimurium PhoP-regulated promoter GFP reporter, 4 h; higher % means a stronger effect | one-dose inhibition, % at 50 µM; IC50 in µM for titrated hits | actives 0.16% (n = 300,000);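 active = inhibition over 29.93%, a cutoff 3 SD above the screen mean, later confirmed by dose response; inconclusive = inhibition over 29.93% but no dose response follow-up; inactive = inhibition at most 29.93% or unconfirmed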;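 also: 0% = low Mg2+ inducing control and 100% = high Mg2+ repressing control; strong numbers were not always called active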
SV40 large T antigen – TAg ATPase/helicase activity blockers – biochemical (AID 1903); SV40 large T antigen ATPase/helicase inhibition assay; higher % means a stronger effect; one-dose inhibition, % at 20 µM; IC50 in µM for titrated hits; actives 0.39% (n = 310,000); in the data active = a potency from the dose series; inconclusive = inhibition mostly from about 32% at the one dose, without a potency; inactive = the rest, 99 in 100 with inhibition below about 32%; also: strong numbers were not always called active
MgcRacGAP inhibition – MgcRacGAP GTPase-activating activity inhibitors, confirmation, biochemical, ADP Hunter fluorescence. inhibition, % at 30 µM, or IC50 in µM where a hit was titrated. actives 0.6% (n = 340,000). MgcRacGAP-stimulated Rac1 GTP hydrolysis, ADP Hunter fluorescence; higher % means a stronger effect; GST-tagged Rac1 F28L mutant substrate;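 active = first-screen hits whose inhibition reached a set limit at any dose in the follow-up dose series; inconclusive = inhibition above the set first-screen limit but never retested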;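 also: fluorescence reports GDP produced by GAP-driven GTP hydrolysis; strong numbers were not always called active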
UTI89 phage lysis – inhibition of K1F phage lysis, E. coli UTI89, bacterial capsule biogenesis inhibitors, alamar blue (AID 488966) | E. coli UTI89 K1F phage lysis, alamar blue, 2 h; higher % means a stronger effect | inhibition, % at 100 µM; hits with a dose series show IC50 in µM | actives 0.02% (n = 340,000);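 active = phage lysis inhibition, versus mean bacterial control, above a set limit; inconclusive = no clear call, values can overlap the other calls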;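 also: capsule biogenesis inhibitors block K1F phage lysis so surviving cells raise fluorescence; higher fluorescence means more inhibition of phage lysis; actives were called in the ten point dose series up to 300 µM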
HIV fusion peptide – inhibitors of HIV fusion peptide binding, primary screen, biochemical, uHTS, fluorescence dequenching (AID 1986). cell-free peptide binding, fluorescence dequenching, 30 min; higher % means a stronger effect. one-dose inhibition, % at 20 µM; IC50 in µM for titrated hits. actives 0.3% (n = 290,000); in the data active = inhibition mostly above about 52%, no sharp cut-off; inactive = mostly below about 76%; also: some results filed as inactive read as strong as hits
GPR55 LPI antagonism – GPR55 antagonists blocking LPI-driven arrestin recruitment, primary screen, imaging, U2OS, beta-arrestin-GFP, LPI agonist (AID 2013) | U2OS GPR55 beta-arrestin-GFP translocation imaging, LPI antagonism; higher % means a stronger effect | inhibition, % at 10 µM; hits with a dose series show IC50 in µM | actives 0.13% (n = 290,000);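 active = spots per cell inhibited over 60%, with over 100 cells counted and total cytoplasm intensity under 500,000; inconclusive = wells with under 100 cells, flagged as likely toxic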;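 also: U2OS cells stably carrying GPR55 and arrestin-GFP stimulated by 5 µM LPI near EC80; imaged beta-arrestin-GFP aggregate spots per cell after agonist stimulation; plate controls were LPI-stimulated DMSO wells for no effect and DMSO wells without LPI for full effect; some results filed as inactive read as strong as hits; confirmed hits need IC50 under 10 µM and bright autofluorescent wells are also inconclusive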
NS5 inhibitors – Dengue-2 NS5 methyltransferase inhibitors, primary screen, biochemical, confirmation dose response (AID 588689); Dengue-2 NS5 methyltransferase capping enzyme assay, biochemical; higher % means a stronger effect; inhibition, % at 25 µM, or IC50 in µM where a hit was titrated; actives 0.3% (n = 340,000); in the data active = a potency from the dose series; inconclusive = inhibition above about 29% without an active follow-up result
NS5 inhibitors pilot replicate – also measured in NS5 inhibitors; calls as there; inhibition, %; measured here: pilot screen replicate inhibition
* = called active by the depositor; u = inconclusive; x = no result given; [ ] = dose if it differs, or a comment.

The first nine entries, to show the layout:
SMILES | RSV CPE inhibition | GPR35 antagonists | PhoP inhibition | SV40 large T antigen | MgcRacGAP inhibition | UTI89 phage lysis | HIV fusion peptide | GPR55 LPI antagonism | NS5 inhibitors | others
COCC(C)NC(=O)c1ccc(CN2CCc3ccccc3C2)cc1 (configuration not stated) | 1.2% | 0% | 6% | -4% | 11% | 0.1% | 0.1% | 13% | -5%
Cc1ccc(C(=O)NC(C#N)=C(Cl)Cl)cc1 | x | -4% | -9% | -3% | x | x | -0.5% | 18% | x
Fc1cccc(Cn2cc(C(=S)N3CCCCC3)c3ccccc32)c1 | 9.5% | -4% | 8% | 2% | 3% | -3.6% | 0.1% | 19% | -4%
Cc1ccc(NC(=O)CN2CCC(Cc3ccccc3)CC2)cc1S(=O)(=O)N(C)C | u | -1% | 3% | -2% | 42% | 0.0% | 0.7% | 6% | -6%
CCCOc1cccc(C2C(C(=O)c3ccc(C)o3)=C(O)C(=O)N2CCN2CCOCC2)c1 (configuration not stated) | 1.0% | -8% | 1% | 12% | 9% | 0.1% | -0.8% | 3% | -16%
CCCN(C(=O)c1cccc(-n2cccc2)c1)c1c(N)n(Cc2ccccc2)c(=O)[nH]c1=O | 0.5% | x | 1% | 14% | 11% | 0.4%[50 µM] | x | x | -3%
CCN1CCc2c(C#N)c(N3CCCCC3)nc(N3CCOCC3)c2C1 | 0.4% | 1% | -6% | 7% | 13% | 1.3% | 15% | 4% | 4%
CC(C1CC1)N(Cc1ccccc1)C(=O)NC(=O)c1ccc(F)cc1 (configuration not stated) | 0.6% | 0% | 8% | 5% | 2% | 0.0% | -0.8% | 3% | -4%
C=CCn1c(C)csc1=Nc1ccc(C(C)=O)cc1 | 3.3% | -3% | -2% | 2% | 8% | -2.3% | -1.3% | 3% | 1%

The whole of this part, from the start:
SMILES | RSV CPE inhibition | GPR35 antagonists | PhoP inhibition | SV40 large T antigen | MgcRacGAP inhibition | UTI89 phage lysis | HIV fusion peptide | GPR55 LPI antagonism | NS5 inhibitors | others
COCC(C)NC(=O)c1ccc(CN2CCc3ccccc3C2)cc1 (configuration not stated) | 1.2% | 0% | 6% | -4% | 11% | 0.1% | 0.1% | 13% | -5%
Cc1ccc(C(=O)NC(C#N)=C(Cl)Cl)cc1 | x | -4% | -9% | -3% | x | x | -0.5% | 18% | x
Fc1cccc(Cn2cc(C(=S)N3CCCCC3)c3ccccc32)c1 | 9.5% | -4% | 8% | 2% | 3% | -3.6% | 0.1% | 19% | -4%
Cc1ccc(NC(=O)CN2CCC(Cc3ccccc3)CC2)cc1S(=O)(=O)N(C)C | u | -1% | 3% | -2% | 42% | 0.0% | 0.7% | 6% | -6%
CCCOc1cccc(C2C(C(=O)c3ccc(C)o3)=C(O)C(=O)N2CCN2CCOCC2)c1 (configuration not stated) | 1.0% | -8% | 1% | 12% | 9% | 0.1% | -0.8% | 3% | -16%
CCCN(C(=O)c1cccc(-n2cccc2)c1)c1c(N)n(Cc2ccccc2)c(=O)[nH]c1=O | 0.5% | x | 1% | 14% | 11% | 0.4%[50 µM] | x | x | -3%
CCN1CCc2c(C#N)c(N3CCCCC3)nc(N3CCOCC3)c2C1 | 0.4% | 1% | -6% | 7% | 13% | 1.3% | 15% | 4% | 4%
CC(C1CC1)N(Cc1ccccc1)C(=O)NC(=O)c1ccc(F)cc1 (configuration not stated) | 0.6% | 0% | 8% | 5% | 2% | 0.0% | -0.8% | 3% | -4%
C=CCn1c(C)csc1=Nc1ccc(C(C)=O)cc1 | 3.3% | -3% | -2% | 2% | 8% | -2.3% | -1.3% | 3% | 1%
Cc1oc2c(CN3CCCCC3)c(O)ccc2c(=O)c1-c1ccc(Br)cc1 | -0.9% | 3% | 2% | 5% | 5% | 0.0% | -2.5% | 4% | 1%
CCc1ccc(/C=N/NC(=O)c2cc(C3CC3)nc3ccccc23)s1 | 4.3% | -2% | -2% | 4% | 6% | 4.5% | 6.0% | -7% | -1%
Cc1ccc(C)c(NC(=O)CSc2nnc(-c3ccccc3)n2N)c1 | 1.0% | 21% | 4% | 0% | 7% | 0.4% | -0.3% | 0% | -14%
CN1C(=O)C(O)(CC(=O)c2cccs2)c2ccccc21 (configuration not stated) | 0.8% | 4% | -3% | -7% | 2% | 0.2% | 3.1% | 7% | 7%
COc1ccc(S(=O)(=O)N2CCCC(C(=O)NCc3ccccn3)C2)cc1 (configuration not stated) | 2.1% | 4% | 4% | -7% | 10% | 1.8% | -0.8% | 0% | x
CSc1nc(C)nc(N/C=C(\C#N)S(=O)(=O)c2ccccc2Cl)n1 | -0.1% | 4% | -4% | 11% | -17% | -1.6% | 1.7% | -8% | 6%
O=C(CCC(=O)N1CCOc2ccc(Cl)cc21)NCCN1CCOCC1 | 4.9% | -6% | x | 7% | 2% | -0.2% | 0.4% | -7% | 3%
COc1cccc2c(=O)n(CC(=O)Nc3ccccc3)ccc12 | 0.8% | 3% | -7% | 1% | 7% | -0.8% | 1.8% | -9% | 1%
Cc1cc(C)cc(N(C(=O)Cn2nnc3ccccc32)C(C(=O)NCc2ccco2)c2ccncc2)c1 (configuration not stated) | -0.1% | 10% | -2% | 17% | 3% | 0.4% | -1.5% | -14% | -5%
Cc1nc(N2CCOCC2)nc(Oc2ccccc2F)c1[N+](=O)[O-] | 5.8% | -8% | -5% | -1% | -1% | 1.5% | 2.0% | -6% | -6%
CC1CCCC(NC(=O)COC(=O)COc2ccccc2Cl)C1C (configuration not stated) | 1.4% | 3% | -7% | 2% | 1% | 0.2% | 2.2% | 18% | -1%
CCOC(=O)CNC(=O)CSc1nc(-c2cccc(C)c2)ns1 | 3.5% | -9% | 7% | 22% | 7% | 1.3% | 0.9% | 5% | 4%
Cc1cccc(NC(=O)CSc2nnc(C)c(=O)n2N)c1 | 1.3% | -10% | -2% | 8% | 2% | 0.5% | -0.7% | 10% | -4%
CC(C)C12CCC(C(=O)O)C(C1)C(=O)O2 (configuration not stated) | 5.0% | 4% | 7% | 10% | 13% | 0.5% | -0.4% | -9% | -8%
O=C(COC(=O)COc1ccccc1)NCCC1=CCCCC1 | 1.6% | x | x | x | 6% | 0.4% | x | x | 1%
CCCC(C)c1nnc(NC(=O)C2CC(=O)N(CCc3ccc(F)cc3)C2)s1 (configuration not stated) | 0.2% | -4% | 2% | 9% | 5% | -0.6% | 5.7% | -8% | -2%

Continuation:
SMILES | RSV CPE inhibition | GPR35 antagonists | PhoP inhibition | SV40 large T antigen | MgcRacGAP inhibition | UTI89 phage lysis | HIV fusion peptide | GPR55 LPI antagonism | NS5 inhibitors | others
Cn1nnc2cc(C(=O)NCc3ccc4c(c3)OCO4)ccc21 | 1.9% | -15% | 6% | 1% | 7% | 2.2% | -0.6% | 16% | -2%
COc1ccc(OCCNc2cc(Cl)ccc2[N+](=O)[O-])cc1 | 0.0% | 1% | 2% | 6% | -6% | -0.3% | 5.3% | 8% | -5%
CCOc1ccccc1C(=O)n1nc(C)cc1C | 2.2% | 9% | -3% | 3% | 4% | -2.5% | -0.7% | 4% | 4%
Cc1ccc(OCC(=O)NCCCNC(=O)c2ccco2)cc1 | 1.1% | -4% | 5% | 9% | 10% | -0.3% | 0.3% | 6% | -1%
N#CC1CCN(C(=O)c2ccc3c(Cl)c4c(nc3c2)CCCC4)CC1 | 1.6% | 9% | 0% | 10% | 12% | 0.2% | -1.6% | 0% | -10%
O=C(Nc1ccc(Oc2ccccc2)cc1)C1CCN(c2c3c(nc4ncnn24)CCC3)CC1 | 17% | 6% | 14% | 5% | 9% | -0.5% | -2.5% | 1% | 1%
CC(C)(C)C(=O)/C=C/Nc1ccccc1O | -1.2% | -9% | 2% | 20% | 3% | 0.5% | -0.3% | 14% | -11%
Cc1ccc(N2CC(C(=O)Nc3nnc(C(C)C)s3)CC2=O)cc1 (configuration not stated) | -0.1% | 0% | 7% | 1% | 2% | 0.3% | 0.2% | 30% | 7% | NS5 inhibitors pilot replicate=0.6
COc1ccc(OCc2cc(C(=O)N(Cc3nccn3C)C(C)C)no2)c2ccccc12 | 1.4% | -7% | -1% | 13% | 6% | 0.1% | 2.0% | 15% | 4%
COc1ccc(OC)c(C2(O)CSC(=Nc3cccnc3)N2Cc2ccco2)c1 (configuration not stated) | 0.1% | 2% | 0% | 8% | 6% | -0.2% | -1.0% | -9% | -7%
COc1ccc(C(=O)Nc2ccnn2C2CCN(C(=O)C3CCOC3)CC2)cc1 (configuration not stated) | 1.4% | 6% | 2% | -1% | 6% | 0.1% | 0.3% | -14% | -13%
CN1CCN(C2CCN(Cc3ccc(O)c4ncccc34)CC2)CC1 | 1.5% | x | x | x | 9% | 2.8% | x | x | -20%
Cc1cc(C)cc(N(CC(=O)NCCSCc2ccccc2)S(C)(=O)=O)c1 | 1.1% | 6% | 1% | 23% | 12% | 0.0% | -0.3% | -2% | 6%
COC(=O)/C=C1/SC(=NC(=O)c2ccc(Cl)cc2)NC1=O | 0.3% | x | x | 26% | 14% | 0.1% | x | x | 7%
Cc1ccc(OCc2ccc(C(=O)Nc3c(C)nn(Cc4c(F)c(F)c(F)c(F)c4F)c3C)o2)c([N+](=O)[O-])c1 | 9.4% | 1% | -6% | 11% | 7% | 0.7% | -0.7% | 3% | 1%
O=C(CSc1n[nH]c(=O)n1Cc1ccco1)Nc1ccccc1 | 3.3% | 2% | -2% | 7% | x | x | -2.0% | -11% | x
COc1cc2c(-c3ccc4[nH]ccc4c3)c(-c3ccc(C#N)cc3)oc(=O)c2cc1OC | 4.8% | x | x | x | 8% | 0.8% | x | x | -6%
COc1ccc(CNC(=O)CCCCCn2c(SCC#N)nc3cc4c(cc3c2=O)OCO4)cc1 | -1.5% | 1% | -5% | 3% | 9% | 0.1% | -0.7% | 0% | -8%
O=C(CNC(=O)c1ccccc1F)c1ccc(Br)cc1 | 1.0% | -1% | -4% | 9% | 7% | 0.4% | 0.7% | 18% | -7%
